Lipid storage S3: qHTS Assay for Lipid Storage Modulators in Drosophila S3 Cells | Drosophila S3 cells, BODIPY lipid droplet fluorescence, 18-24 h; cells fed with added oleic acid | Potency in µM for hits, for the others lipid storage change, negative = inhibition, % at the top dose, mostly 46.1 µM | actives 0.64% (n = 320,000); active = well fitted inhibition curve with a large enough effect in the signal ratio, with a control signal flat, not every such curve was filed as active; inconclusive = small, poorly fitted or top-dose-only effect, or effect the other way, or a change in a side signal; the % refers to the signal ratio
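Laser-scanning cytometry quantifies lipid droplet accumulation (500–530 nm total intensity; droplet/cell object ratio) in oleic acid-fed (400 uM added) Drosophila S3 cells treated with a concentration series. 20 uM Triacsin C defined 100% inhibition.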
Lipid storage S3 cell count max: further read-out of Lipid storage S3, marked with its call; cell number change, %; measured here: cell count max response;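 cells counted by Cell Tracker Red CMTPX staining in the red channel; peak over a dose series mostly up to 46.1 µM; percent activity relative to internal control wells on each plate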
* marks the source's active call; other numbers are inactive results; i = inactive; ? = inconclusive; · = not tested or not shown. % is scaled to controls: 0 for no effect and ±100 for the full control effect; potency is read from the fitted curve at half-maximal effect. This is a subset. The share of hits here may be higher or lower than overall.

Start of the listing, in advance, 2 compounds:
SMILES	Lipid storage S3	Lipid storage S3 cell count max
CN(CCCNC(=O)CCc1cn(C)c2ccccc12)C1CCCCC1	?	·
O=C(Nc1cnccn1)c1cccnc1	-4%	9

This part in full, from the start:
SMILES	Lipid storage S3	Lipid storage S3 cell count max
CN(CCCNC(=O)CCc1cn(C)c2ccccc12)C1CCCCC1	?	·
O=C(Nc1cnccn1)c1cccnc1	-4%	9
COc1ccccc1C(=O)COC(=O)c1nc(Cl)ccc1Cl	?	·
COc1cc(CC2COC(=O)C2(O)Cc2ccc(O)c(OC)c2)ccc1O (stereo not given)	?	·
O=C(NCc1ccccc1)c1ccc(F)c(F)c1	?	·
O=C(CN1C(=O)c2ccccc2C1=O)OCC(=O)c1ccccc1	i	·
Cc1cc(N2CCN(c3ccccc3)CC2)nc(N)n1	5%	0
Cc1ccc(-n2c(SCC(=O)Nc3ccc4c5c(cccc35)CC4)nc(O)cc2=O)cc1	?	·
COc1cccc(NC(=O)CN(C)C(=O)CSCc2nc3scc(-c4cccs4)c3c(=O)[nH]2)c1	30%	4
COC(=O)Nc1nnc(Cc2ccc(Cl)cc2)s1	i	·
CC(=O)c1cccc(NC(=O)CCNC(=O)c2ccccc2Cl)c1	-12%	4
CCN1CCN(c2cc(C)c3cc(NC(=S)N4CCCCC4)ccc3n2)CC1	19%	24
O=C(COC(=O)c1ccc(O)cc1O)c1ccc(Cl)cc1	?	·
C=CCN(CC=C)CCCOc1ccc(Br)cc1Cl	?	·
CCOC(=O)CN1N=C(/C=C/c2ccc(OCC)cc2)CCC1=O	?	·
O=C(NCC(c1cccs1)N1CCOCC1)c1cn(-c2ccccc2)nc1-c1ccc(Cl)cc1 (stereo not given)	?	·
CC1C(=O)N2CCCc3cc(NC(=O)c4ccccc4C(F)(F)F)cc1c32 (stereo not given)	i	·
Cc1cc(C(=O)Nc2nnc(-c3ccccc3)s2)no1	?	·
N#CC1=C(N)Oc2n[nH]c(-c3ccccn3)c2C1c1c(F)cccc1Cl (stereo not given)	?	·
C/C(=N\OCC(=O)Nc1cc(C)cc(C)c1)c1ccc2c(c1)OCCO2	1%	-15
Cc1nn(C)c(C)c1CN(Cc1nc(-c2ccc(F)cc2F)oc1C)C1CC1	-1%	-8
CN(CC(=O)Nc1cccnc1)S(=O)(=O)c1ccc(Br)cc1	i	-15
Cc1ccc2[nH]c(CNC(=O)c3ccccc3F)cc2c1	?	·
COc1ccc(C)cc1NC(=O)c1cc2ccccc2cc1OCC(=O)NCc1ccco1	?	·
CCS(=O)(=O)N1CCN(S(=O)(=O)c2ccccc2[N+](=O)[O-])CC1	?	·
Cn1cccc1Cc1nnc(SCC(=O)N2CCc3ccccc32)n1CCc1ccccc1	i	9
Cn1c(=O)oc2cc(S(=O)(=O)N3CCCC(C(=O)N4CC=C(c5ccccc5)CC4)C3)ccc21 (stereo not given)	?	·
CCc1cc(C(=O)OC)c(NC(=O)CCCC(=O)O)s1	-21%	6
O=C1Nc2ccccc2C12OCCO2	?	·
CC1(C)CC(=O)C(C(C2=C(O)CC(C)(C)CC2=O)c2cccs2)C(=O)C1 (stereo not given)	?	·
Cc1cnc(C(=O)OCC(=O)Nc2sc3c(c2C(N)=O)CCCC3)cn1	?	·
O=C(CNCc1ccco1)Nc1ccc(N2CCCCCC2)cc1	?	·
CC(C)c1ccc(/C=C/c2ccc(=O)n(C)n2)cc1	30%	-8
O=C(Cn1nc(-c2cccc([N+](=O)[O-])c2)c2ccccc2c1=O)Nc1cccnc1	?	·
Cc1ccccc1C(=O)OC1OC(=O)C(Cl)=C1N1CCOCC1 (stereo not given)	-13%	-3
O=C1Nc2ccccc2C(O)(C(=O)NCc2ccc3c(c2)OCO3)N1c1ccc(Cl)c(Cl)c1 (stereo not given)	-3%	4
COc1ccc(CCNC(=O)/C=C/c2ccc3ccccc3n2)cc1OC	i	6
O=C(CCCOc1ccccc1)N1CCN(C(=O)c2ccco2)CC1	?	·
C/C(N)=C(/C#N)C(=O)CN1CCCCC1	?	·
COc1ccc(CNC(=O)C2CCCN(Cc3nc(-c4cccc(C)c4)oc3C)C2)cc1 (stereo not given)	-11%	5

A second format for part of the listing above.
Lipid storage S3	Lipid storage S3 cell count max	SMILES
?	·	COc1ccccc1C(=O)COC(=O)c1nc(Cl)ccc1Cl
?	·	COc1cc(CC2COC(=O)C2(O)Cc2ccc(O)c(OC)c2)ccc1O (stereo not given)
?	·	O=C(NCc1ccccc1)c1ccc(F)c(F)c1
i	·	O=C(CN1C(=O)c2ccccc2C1=O)OCC(=O)c1ccccc1
5%	0	Cc1cc(N2CCN(c3ccccc3)CC2)nc(N)n1

Later entries.
SMILES	Lipid storage S3	Lipid storage S3 cell count max
CCOc1cc(/C=C2\C(=O)N(CCC#N)N=C2C)ccc1OCC(N)=O	-18%	-6
O=C(CSc1nc2sc3c(c2c(=O)[nH]1)CCC3)NCCO	-15%	-12
CSc1ccccc1NC(=O)Cn1nc([N+](=O)[O-])c(Cl)c1C	-12%	-1
CCC(=O)NNC(=O)c1c(O)c2ccccc2[nH]c1=O	?	·
O=C1/C(=C/c2ccccc2)SC(=S)N1N1C(=O)C2CC2C1=O (stereo not given)	?	·
COc1ccc(-c2cc(C(=O)N3CCN(c4ccccc4)CC3)no2)cc1OC	i	30
CCOCCN(C(=O)c1ccccc1Cl)c1cccc(C)c1C	-15%	-2
O=C(OCC(=O)N1CCC(Cc2ccccc2)CC1)c1ccccc1F	-8%	-3
COCCn1c(N)c(N(Cc2ccccc2)C(=O)c2ccc3ccccc3c2)c(=O)[nH]c1=O	?	·
O=C1CCCC(=O)C1=C1SCCS1	?	·
O=C(c1cc([N+](=O)[O-])ccc1N1CCOCC1)N1CCN(S(=O)(=O)c2ccc(F)cc2)CC1	4%	1
Cc1cc(C(=O)NN)c(C)o1	?	·
CCCc1ccc(OCc2nc(-c3ccc(NC(=O)c4ccco4)cc3)no2)cc1	?	·
O=C(CCNS(=O)(=O)c1ccccc1)OCc1nc2ccsc2c(=O)[nH]1	10%	-5
Cc1cc(NC(=O)CCN2CCN(CCO)CC2)ccc1Br	26%	-8
COc1ccc(OC)c(NC(=O)COC(=O)c2nc(Cl)ccc2Cl)c1	-8%	-5
O=C(NCc1ccc(F)cc1)C(=O)NCC1OCCN1S(=O)(=O)c1ccc2c(c1)OCCO2 (stereo not given)	14%	14
Cc1sc2ncn(CC(=O)NCCN3CCOCC3)c(=O)c2c1S(=O)(=O)N1CCC(C)CC1	?	·
COc1cccc(-n2c(=O)c3sccc3n(CC(=O)NC3CCCCC3)c2=O)c1	?	·
CC(=O)c1cccc(NC(=O)C(C)OC(=O)/C=C/c2cccs2)c1 (stereo not given)	?	·
CC1Oc2ccccc2N(CC(=O)Nc2ccc3c(c2)OCCO3)C1=O (stereo not given)	?	·
Cc1ccc(S(=O)(=O)NNC(=O)C(O)(c2ccccc2)c2ccccc2)cc1	?	·
CCOc1ccc(Br)cc1C1C(C(=O)OC)=C(N)Oc2cc(N(C)C)ccc21 (stereo not given)	i	·
O=C(N/N=C/c1cc(Br)ccc1O)Nc1ccccc1	?	·
CCN(CC)C(=O)N1CCN(C(=O)c2ccc(C)cn2)CC1	?	·
COc1ccc(-n2c(Cc3ccccc3)nnc2SCC(=O)N2CCCc3ccccc32)cc1	-1%	11
COc1ccccc1CNC(=O)COC(=O)COc1ccccc1Cc1ccccc1	?	·
CCOC(=O)c1ccccc1NC(=O)c1ccc(N(C)S(C)(=O)=O)cc1	?	·
CC(=O)c1cccc(N(C(=O)CNC(=O)c2ccco2)C(C(=O)NCc2ccco2)c2ccccc2)c1 (stereo not given)	2%	16
Cc1c(OCC(=O)OC(C)C)ccc2c3c(c(=O)oc12)CCC3	?	·
N#C/C(=C/c1cccnc1)c1ccccc1	i	-16
O=C(COc1c(Cl)cc(Cl)cc1Cl)c1ccc(Cl)cc1	?	·
Fc1ccc(NC(=S)Nc2cccc3ccccc23)cc1F	?	·
C=CCn1c(=O)c2c3c(sc2n2c(Nc4ccc(OC)cc4)nnc12)CCCC3	?	·
N#C/C(=C\c1ccc(N2CCOCC2)o1)C(=O)NC1CCCCC1	-13%	7
CCCCS(=O)(=O)N1CCC(C(=O)NCC2CCCO2)CC1 (stereo not given)	0%	6
CCOC(=O)/C(N=Nc1ccc(C(=O)O)cc1[N+](=O)[O-])=C(\C)O	?	·
Cc1ccc(C(=O)NNC(=S)NC(=O)c2ccc(Cl)cc2)cc1	-11%	-16
Cc1ccc(NC(=S)NC(=O)C2CC2)cc1Cl	-5%	6
CCc1c(C)sc(NC(=O)OC)c1C(=O)N1CCCCC1	?	·

4 of the compounds above, with two lines to a compound:
Values run as follows: Lipid storage S3 | Lipid storage S3 cell count max
Fc1ccc(NC(=S)Nc2cccc3ccccc23)cc1F
    ? | ·
CCOC(=O)CN1N=C(/C=C/c2ccc(OCC)cc2)CCC1=O
    ? | ·
O=C(Cn1nc(-c2cccc([N+](=O)[O-])c2)c2ccccc2c1=O)Nc1cccnc1
    ? | ·
COc1cc(CC2COC(=O)C2(O)Cc2ccc(O)c(OC)c2)ccc1O (stereo not given)
    ? | ·

Rewritten with two lines to a compound: three of the compounds above.
Results follow in this order: Lipid storage S3, Lipid storage S3 cell count max
- COc1ccc(CNC(=O)C2CCCN(Cc3nc(-c4cccc(C)c4)oc3C)C2)cc1 (stereo not given)
 : -11%, 5
- CCOc1cc(/C=C2\C(=O)N(CCC#N)N=C2C)ccc1OCC(N)=O
 : -18%, -6
- O=C(CSc1nc2sc3c(c2c(=O)[nH]1)CCC3)NCCO
 : -15%, -12

(listing goes on)
SMILES	Lipid storage S3	Lipid storage S3 cell count max
Cc1nnc(NC(=O)CCS(=O)(=O)c2ccccc2)s1	?	·
Cc1cc(C)cc(-n2c(=O)c3ccccc3n(CC(=O)NCC3CCCO3)c2=O)c1 (stereo not given)	i	2
CCc1nc2ccccc2n1CCc1ccccc1	-7%	-5
COc1cc(NC(=O)Cc2ccc([N+](=O)[O-])cc2)c(C(=O)O)cc1OC	?	·
COc1ccc(S(=O)(=O)Nc2ccc(C(N)=O)cc2)cc1C(=O)N1CCCCCC1	?	·
CCOC(=O)[C@H]1[C@H]2COc3cc(OC)ccc3[C@@H]2N2C(=O)CN(Cc3ccc(OC)cc3)C(=O)[C@@]12C	i	-2
CC(=O)Nc1ccc(C(=O)OC2CCOC2=O)cc1 (stereo not given)	-6%	3
COc1ccc(CN2C(=O)CN=C2Nc2cc(C)ccc2C)cc1	-6%	9
O=[N+]([O-])c1ccccc1/C=N/n1c(COc2ccccc2)n[nH]c1=S	-5%	-16
COc1ccc(CNC(=O)COC(=O)c2ccc(OCC3CCCO3)cc2)cc1 (stereo not given)	?	·
O=C(O)CCN1CCc2ccccc21	-5%	3
CC(C)[C@H](NS(=O)(=O)c1ccc2c(c1)OCCO2)C(=O)OCC(=O)Nc1ccccc1Cl	i	19
CC(C)c1nnc(NC(=O)Cn2nc(-c3ccc4c(c3)OCCO4)ccc2=O)s1	-116%	-21
CC(C)OC(=O)CSc1nnc(-c2ccccc2)n1N	i	23
Cc1nn(-c2nc3ccccc3[nH]2)c(=O)c2ccccc12	?	·
Brc1ccccc1-c1nnc(CSc2nncn2-c2ccccc2)o1	i	0
C#CCN(C#N)c1nc(NCC)nc(NC(C)C)n1	?	·
CC1CCc2sc3ncnc(N4CCOCC4)c3c2C1 (stereo not given)	i	-14
N#CCCN(C(=O)COC(=O)Cc1ccc(Br)cc1)c1ccccc1	?	·
Cc1nnc(SCC(=O)NCc2ccc3c(c2)OCO3)n1C	-4%	4
O=S(=O)(Nc1ccc2c(c1)nc1n2CCOC1)c1ccc(Cl)cc1	?	·
COC(=O)C1=C(C)N(c2cccc3ccccc23)C(=O)C1	?	·
COC(=O)c1ccccc1NC(=O)Cn1nnc(-c2ccc3c(c2)OCO3)n1	11%	25
CCCCc1ncc(CN2CCC(n3nccc3NC(=O)c3ccccc3OC)CC2)[nH]1	?	·
O=C(Nc1nnc(S(=O)(=O)N2CCCCCC2)s1)c1ccccc1Cl	?	·
S=c1[nH]nc(-c2ccccc2)n1CC1CCCO1 (stereo not given)	7%	-6
COC(=O)c1cc(OC)c(OC)cc1NC(=O)C(C)c1ccc([N+](=O)[O-])cc1 (stereo not given)	9%	3
COc1ccc(OCCn2nnc(-c3ccc(Cl)cc3)n2)cc1	5%	5
CN(C)c1ccc(/C=N/NC(=O)c2cnc3ccccc3c2)cc1	?	·
O=C(c1nc2ccccn2c1CNCCCn1cccn1)N1CCCC1	11%	0
CC(C)c1ccc(NC(=O)NCc2cccnc2)cc1	?	·
Cc1ccc(S(=O)(=O)c2nc(S(C)(=O)=O)sc2N(C)C)cc1	i	19
O=C(c1n[nH]c(=O)c2ccccc12)N1CCN(S(=O)(=O)c2ccccc2Cl)CC1	?	·
O=C(c1cccc(-c2ccc(O)cc2)c1)N1CCN(c2ccc(F)cc2)CC1	?	·
CC(C)NC(=O)C1CC=CCC1C(=O)O (stereo not given)	?	·
O=C1c2ccc(Oc3ccc([N+](=O)[O-])cc3)cc2C(=O)N1CCO	-8%	-10
COc1ccc(S(=O)(=O)Nc2cc(C)ccn2)cc1	i	-33
O=C(Nc1ccccc1C(=O)N/N=C/c1ccco1)c1ccccc1	?	·
CC1CCCCC1NC(=O)CCNC(=O)N1CC(=O)Nc2ccccc21 (stereo not given)	?	·
CCOC(=O)C1CCCN(c2cc(=O)n(C3CCCCC3)c(=O)[nH]2)C1 (stereo not given)	2%	-1
O=C(Nc1ccnc(-c2ccncc2)n1)c1ccc(F)cc1	?	·
CC(C)Nc1nnc(SC(C)C(=O)Nc2ccc(Cl)cn2)s1 (stereo not given)	-18%	-43

Source: PubChem
